Pol eta inh = blocks human DNA polymerase eta activity; Potency, µM (series often up to 114 µM), for inactives: at the highest dose activity change, negative = inhibition, hits mostly inhibitors; Q9Y253; recombinant Pol eta, fluorescent DNA replication assay; 390,000 compounds, 1.2% hits; further: on the % scale 0 is the no-effect control and ±100 the full control effect
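Pol eta at 10 nM preincubated with compounds 15 min at room temperature; reaction started with fluorescent substrate (50 nM final) and read kinetically at 0 and 10 min.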
BLM helicase inh = inhibitors of human Bloom syndrome helicase BLM. P54132. recombinant BLM DNA unwinding, fluorescence dequenching. Potency, µM (top dose mostly 56.1 µM), for inactives: at the highest dose activity change, negative = inhibition, usual class: inhibitors. 350,000 compounds, 0.2% hits;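 further: plate controls were vehicle for no effect and no enzyme for full effect; nearly all actives have a fitted effect of over 35% in size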
POLI inh = DNA polymerase iota (human) inhibition; Q9UNA4; 390,000 compounds, 1% hits; AID 588590; Potency, µM (highest dose often 115 µM), for the others: at the highest dose activity, negative = inhibition, hits mostly inhibitors; Pol iota fluorescent replication assay, 10 min
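Fluorescent replication assay read twice, at 0 min and 10 min after adding 50 nM (final) substrate. Enzyme (10 nM) and compounds were first incubated 15 min at room temperature; enzyme-free buffer wells were negative controls.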
POLB inh = blocks human DNA polymerase beta activity; P06746; Pol beta primer extension/strand displacement, fluorescence kinetic; Potency, µM (top dose mostly 114 µM), for the others: top-dose activity change, negative = inhibition, usual class: inhibitors; 340,000 compounds, 1.3% hits; AID 485314; further: on the % scale 0 is the no-effect control and ±100 the full control effect
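Human Pol beta at 10 nM; strand-displacement substrate 50 nM final. Compound exposure 15 min at room temperature before start, reaction 10 min at room temperature.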
APE1 inh = inhibitors of human APE1 endonuclease | P27695 | recombinant APE1, TAMRA/BHQ-2 abasic DNA cleavage fluorescence | Potency, µM (highest dose often 65.8 µM), inactives show at the top dose activity change, negative = inhibition, actives largely listed as inhibitors | 350,000 compounds, 0.35% hits | AID 2517;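 further: plate controls were vehicle for no effect and reference inhibitor for full effect; nearly all actives have a fitted effect of over 55% in size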
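Quantitative HTS: incision of a TAMRA/BHQ-2 double-stranded substrate bearing a tetrahydrofuran abasic site by 0.75 nM APE1 raises fluorescence. Substrate 50 nM final, added after 15 min compound preincubation at room temperature; progress as third-minus-first kinetic read difference.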
G9a block = G9a (human) methyltransferase inhibition | Q96KQ7 | G9a H3K9 monomethylation, AlphaScreen, 2 h | Potency, µM (highest dose often 102 µM), for inactives: at the highest dose activity, negative = inhibition, most hits filed as inhibitors | 350,000 compounds, 8.8% hits; further: on the % scale 0 is the no-effect control and ±100 the full control effect; nearly all actives have a fitted effect of over 75% in size
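Using a bead-based AlphaScreen, monomethylated H3K9 product from 2 h room-temperature reactions (G9a 20 nM, peptide 500 nM, SAM 20 uM) was detected with 0.5 ug/mL rabbit anti-H3K9me1 antibody.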
JMJD2A Tudor inh = inhibitors of human JMJD2A Tudor domain; 390,000 compounds, 4.4% hits; AlphaScreen JMJD2A-Tudor / H3K4me3 peptide binding; AID 504339; Potency, µM (series often up to 114 µM), inactives show top-dose activity change, negative = inhibition, usual class: inhibitors; further: on the % scale 0 is the no-effect control and ±100 the full control effect; nearly all actives have a fitted effect of over 50% in size
Target sequence (O75164 whole entry, looked up, the tested form may be a part): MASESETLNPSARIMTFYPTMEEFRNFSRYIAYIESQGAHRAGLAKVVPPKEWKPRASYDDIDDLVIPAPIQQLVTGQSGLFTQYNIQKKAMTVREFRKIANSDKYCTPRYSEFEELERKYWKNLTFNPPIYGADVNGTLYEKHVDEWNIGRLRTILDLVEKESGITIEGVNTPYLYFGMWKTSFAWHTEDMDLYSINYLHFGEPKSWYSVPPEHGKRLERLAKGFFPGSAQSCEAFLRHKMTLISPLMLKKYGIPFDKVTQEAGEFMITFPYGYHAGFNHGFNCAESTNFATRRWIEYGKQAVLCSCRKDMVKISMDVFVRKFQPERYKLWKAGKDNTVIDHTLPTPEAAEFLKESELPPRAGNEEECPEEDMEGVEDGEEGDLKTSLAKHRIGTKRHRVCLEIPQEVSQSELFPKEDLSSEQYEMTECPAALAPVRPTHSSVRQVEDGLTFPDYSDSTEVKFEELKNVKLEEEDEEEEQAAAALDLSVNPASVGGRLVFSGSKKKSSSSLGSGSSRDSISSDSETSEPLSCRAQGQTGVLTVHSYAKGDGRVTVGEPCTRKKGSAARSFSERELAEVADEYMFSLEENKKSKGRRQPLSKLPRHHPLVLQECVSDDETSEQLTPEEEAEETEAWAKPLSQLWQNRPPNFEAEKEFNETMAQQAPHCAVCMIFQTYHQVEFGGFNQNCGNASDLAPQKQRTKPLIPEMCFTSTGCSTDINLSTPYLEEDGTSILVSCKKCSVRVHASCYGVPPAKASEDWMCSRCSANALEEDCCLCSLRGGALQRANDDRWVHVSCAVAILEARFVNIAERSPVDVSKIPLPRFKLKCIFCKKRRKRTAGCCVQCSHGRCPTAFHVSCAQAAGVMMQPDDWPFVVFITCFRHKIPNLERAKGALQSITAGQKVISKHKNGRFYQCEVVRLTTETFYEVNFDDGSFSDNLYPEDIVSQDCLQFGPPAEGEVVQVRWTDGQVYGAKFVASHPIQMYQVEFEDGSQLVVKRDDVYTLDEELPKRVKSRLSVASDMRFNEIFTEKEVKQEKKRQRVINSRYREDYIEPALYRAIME
POLK inh = blocks human DNA polymerase kappa activity. purified Pol kappa, fluorescent DNA synthesis assay, 10 min. Potency, µM (doses to about 107 µM), without a hit: top-dose activity, negative = inhibition, hits mostly inhibitors. 400,000 compounds, 0.53% hits. AID 588579; further: on the % scale 0 is the no-effect control and ±100 the full control effect
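Pol kappa 10 nM + cpd, 15 min RT; start w/ substrate 50 nM final; fluorescence kinetic read, 0 and 10 min. Neg ctrl: buffer, no enzyme.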
BAZ2B inh = blocks human BAZ2B. Q9UIF8. AlphaScreen BAZ2B-H3K14Ac peptide displacement. Potency, µM (doses to about 114 µM), for the others: at the top dose activity change, negative = inhibition, actives largely listed as inhibitors. 360,000 compounds, 4.4% hits. AID 504333; further: on the % scale 0 is the no-effect control and ±100 the full control effect; nearly all actives have a fitted effect of over 60% in size
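BAZ2B 50 nM plus b-H3(5-23)K14Ac 50 nM, PBS pH 7.4/0.01% Tween-20, 30 min RT; compound added (max 110 uM), 30 min RT; streptavidin donor/Ni-chelate acceptor beads 10 ug/mL final, 20 min dark; AlphaScreen read.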
* = called active by the depositor; ? = inconclusive; . = not tested or not shown; & = joins results of further samples; [ ] = dose if it differs, or a comment. The call rests on the fitted dose curve; in most records, active means well fitted curve in the direction sought with a large enough effect; inconclusive means small, poorly fitted or top-dose-only effect, or another doubt; inactive means no such curve, though single readings can be large; an effect the other way counts as inactive or inconclusive. Potency means the concentration at half of the fitted maximal effect. Some of the compounds tested; rates above refer to the full screens.

Pol eta inh	BLM helicase inh	POLI inh	POLB inh	APE1 inh	G9a block	JMJD2A Tudor inh	POLK inh	BAZ2B inh	compound
3%	-7%	?	17%	18%	4%[12.7 µM]	-15%	-5%	-11%	Cc1ccc(C(=O)CC2(O)C(=O)N(Cc3ccccc3Cl)c3ccccc32)o1 (stereo not given)
-10%	0%	3%	2%	4%	?	-16%	-19%	-29%	CC(=O)N1[C@@H]2CC3C4CC=C5C[C@@H](O)CC[C@]5(C)C4CC[C@]3(C)[C@@]21C(C)=O (stereo not given in full)
-10%	-10%	5%	25%	15%	-1%	?	-3%	-37%	O=C(N/N=C/C(Br)=C/c1ccccc1)c1ccccc1[N+](=O)[O-]
-6%	-5%	-8%	1%	-10%	1%	4%	-2%	-18%	CCOC(=O)c1sc(=NC(=O)c2ccc(S(=O)(=O)N3CC(C)OC(C)C3)cc2)n(C)c1C (stereo not given)
-15%	.	9%	.	6%	-4%[0.501 µM]	27%	-5%	12%	CC1(C)CC(=O)C=C(c2cccc3c2Oc2ccccc2S3)C1
-28%	-10%	15%	-7%	.	2%[59 µM]	-17%	6%	-10%	CCCOc1c(Cl)cc(C(=O)N(Cc2cccc(OC)c2)C2CCS(=O)(=O)C2)cc1Cl (stereo not given)
-24%	-5%	-10%	-2%	.	-37%[59 µM]	-23%	-3%	-1%[57.1 µM]	COc1ccc(C2C(C(=O)Nc3ccccc3)=C(C)Nc3c(C(=O)Nc4ccccc4)cnn32)cc1 (stereo not given)
-8%	1%	10%	18%	0%	-1%	-10%	-15%	4%	CCOC(=O)Cn1c(C)nc2ccccc21
-1%	-1%	112%[activator]	3%	1%	0.63µM*	10µM*	-7%	?	Cc1ccc(/C=N/n2c(-c3ccco3)n[nH]c2=S)cc1
-13%	-9%	1%	1%	1%	?	?	-17%	?	Cc1c(C)n(CC(O)CN2C(=O)c3ccccc3S2(=O)=O)c2ccccc12 (stereo not given)
-23%	-5%	12%	10%	17%	-3%	-8%	-5%	0%	CCc1ccc(C(C(=O)NCc2ccccc2)N(C(=O)c2csnn2)C2CC2)cc1 (stereo not given)
-18%	-4%	-3%	?	-1%	-1%	-27%	-18%	-30%	S=C(Nc1ccc(Cl)cc1)NC1CCN(Cc2ccccc2)CC1

Another view of some results above.
mol	Pol eta inh	BLM helicase inh	POLI inh	POLB inh	APE1 inh	G9a block	JMJD2A Tudor inh	POLK inh	BAZ2B inh
CC(=O)N1[C@@H]2CC3C4CC=C5C[C@@H](O)CC[C@]5(C)C4CC[C@]3(C)[C@@]21C(C)=O (stereo not given in full)	-10%	0%	3%	2%	4%	?	-16%	-19%	-29%
O=C(N/N=C/C(Br)=C/c1ccccc1)c1ccccc1[N+](=O)[O-]	-10%	-10%	5%	25%	15%	-1%	?	-3%	-37%
CCOC(=O)c1sc(=NC(=O)c2ccc(S(=O)(=O)N3CC(C)OC(C)C3)cc2)n(C)c1C (stereo not given)	-6%	-5%	-8%	1%	-10%	1%	4%	-2%	-18%

New compounds follow:
Pol eta inh	BLM helicase inh	POLI inh	POLB inh	APE1 inh	G9a block	JMJD2A Tudor inh	POLK inh	BAZ2B inh	compound
-24%	.	60%[activator]	.	.	.	121%[activator]	-13%	.	Cc1ccc(OC(=O)c2ccccc2)cc1C
10%	0%	-14%	2%	-2%	-29%	-18%	-13%	-24%	NS(=O)(=O)c1ccc(NC(=O)COC(=O)c2ccc(Cl)nc2)cc1
-13%	-5%	67%[activator]	-1%	38%	9%	-8%	-8%	-5%	Cc1ccc(-c2nnn(CC(=O)N(CC(=O)NC3CCCC3)c3ccc(F)cc3)n2)o1
-15%	-11%	11%	0%	0%	-13%[59 µM]	-21%	1%	?	COc1ccc(C2=NN(C(=O)/C=C/c3ccccc3)C(c3ccccc3)C2)c(OC(C)=O)c1 (stereo not given)
8%	-10%	16%	11%	9%	10%[59 µM]	-23%	0%	4%	O=C(CSc1nc(-c2cccs2)cc(C(F)(F)F)n1)NCCCn1ccnc1
-11%	-5%	-15%	1%	3%	40%[activator][59 µM]	-3%	-13%	-25%	C=CCNC(=S)NNC(=O)c1cccc(Br)c1
-17%	-3%	13%	1%	.	3%[59 µM]	-9%	8%	2%	CCOC(=O)c1cc(-c2ccc(C)cc2)n(CC(=O)Nc2ccc(OC)cc2OC)c1C
?	-16%	?	32µM*	?	1%	?	?	?	O=C(Cc1cccs1)Nc1nnc(SCc2ccc(Br)cc2)s1
-2%	-12%	83%[activator]	-6%	12%	-14%	-19%	-4%	3%	CCc1ccccc1NC1=CC(=O)CC(C)(C)C1
-23%	4%	138%[activator]	-14%	4%	81%[activator][59 µM]	43%[activator]	-14%	21%	COc1cc(/C=C(\C#N)c2ccccn2)ccc1OCc1ccccc1
-8%	-3%	5%	19%	23%	-20%[12.7 µM]	?	-4%	?	CCN(CC)CCNC(=O)/C(=N\O)c1ccccn1
-4%	3%	-8%	3%	3%	14%[59 µM]	-9%	-3%	-2%	c1coc(-c2nnc(SCc3nc4ccccc4[nH]3)o2)c1
-19%	-6%	191%[activator]	18%	?	-27%	-22%	-15%	-21%	C=CCN(C(=O)c1cc(C)cc(C)c1)C1(C(=O)Nc2ccccc2)CCN(C(C)C)CC1
1%	-3%	-17%	44%	2%	21%	-4%	-12%	2%	O=C(CC(C(=O)O)c1cccc(Br)c1)c1ccc(Cl)cc1 (stereo not given)
?	-1%	?	8%	?	14µM*	-12%	-32%	-2%	CC(=O)Nc1cccc(C(=O)/C=C/c2ccco2)c1
4%	0%	115%[activator]	42%	0%	.	17%	-11%	18%	O=C(COc1ccc(Cl)cc1)Nc1ccccc1Cl
-1%	-4%	39%[activator]	0%	3%	9%	-10%	6%	0%	COc1cc(C(F)(F)F)c(C(=O)N(C)c2ccc(Cl)cc2)cn1
8%	-7%	30%	7%	1%	8.9µM*	-34%[57.1 µM]	-20%	?	CCOc1ccccc1NC(=S)/C(=C(\[O-])c1ccc2c(c1)OCCO2)[n+]1ccc(CC)cc1
1%	4%	-10%	11%	-4%	.	?	-3%	-8%	COc1cccc(C(c2c(N)[nH]c(=S)[nH]c2=O)c2c(N)[nH]c(=S)[nH]c2=O)c1
4%	1%	-7%	9%	15%	-38%[12.7 µM]	-15%	-4%	-38%	Nn1c(SCc2cn3ccsc3n2)nnc1-c1ccncc1
-17%	1%	14%	17%	.	3%[59 µM]	-6%	-7%	4%	O=C(CCNS(=O)(=O)c1cccc2nonc12)Nc1ccc(F)cc1
-18%	.	49%[activator]	.	-1%	-4%[0.501 µM]	-6%	-8%	?	COc1ccc2sc(-c3ccc(SC)cc3)c(C#CC(C)(C)O)c2c1
-23%	-6%	17%	5%	5%	235%[activator]	120%[activator]	0%	213%[activator]	CCCCSc1nc2c(c(C(F)(F)F)c1C#N)CCC2
-15%	-18%	19%	-1%	.	?	50µM*	-1%	?	COc1ccc(C(C)C)cc1S(=O)(=O)NCCc1c(C)[nH]c2ccc(C)cc12
3.2µM*	-5%	?	25µM*	-2%	?	6.3µM*	?	3.5µM*	O=C(O)CCN1C(=O)/C(=C/c2ccc(-c3nc4ccccc4s3)o2)SC1=S
-19%	0%	-8%	2%	.	-27%[59 µM]	-30%	-4%	-12%	CCOc1cc(C2CC(=O)Nc3cc4c(cc32)OCCO4)ccc1O (stereo not given)
1%	-2%	?	13%	.	-23%[59 µM]	-31%	11%	?	O=S(=O)(c1ccc(Cl)cc1)c1nc(-c2ccccc2)oc1N1CCN(c2ccccc2)CC1
-18%	4%	6%	8%	0%	26%[59 µM]	-15%	-5%	-7%	Cc1cccc(NC(=O)c2ccc(NCC3CCCO3)c([N+](=O)[O-])c2)c1 (stereo not given)
?	-2%	?	-14%	-12%	20µM*	-25%[11.4 µM]	-2%	-29%	CCN1C(=O)/C(=C2/C=Cc3ccccc3N2C)OC1=S
-8%	-2%&-8%	-7%	5%	3%&-1%	-14%	-13%	0%	-8%	CC(=O)C1=C(C)N(Cc2ccccc2)C(=O)N[C@H]1CCc1ccccc1
-16%	1%	1%	4%	0%	?	-8%	0%	7%	CN(C)/C=C1\C(=O)Nc2ccccc21
-13%	0%	11%	-11%	0%	?	4%	1%	0%	COc1ccc(OCCOCC(O)CN2CCOCC2)cc1 (stereo not given)

Part of the list above in another layout:
SMILES | Pol eta inh | BLM helicase inh | POLI inh | POLB inh | APE1 inh | G9a block | JMJD2A Tudor inh | POLK inh | BAZ2B inh
CCOc1cc(C2CC(=O)Nc3cc4c(cc32)OCCO4)ccc1O (stereo not given) | -19% | 0% | -8% | 2% | . | -27%[59 µM] | -30% | -4% | -12%
O=S(=O)(c1ccc(Cl)cc1)c1nc(-c2ccccc2)oc1N1CCN(c2ccccc2)CC1 | 1% | -2% | ? | 13% | . | -23%[59 µM] | -31% | 11% | ?

Screens from PubChem BioAssay.
